Growth percent in the NCI-60 one-dose screen (48 h, 10 µM unless noted): 100 = growth as untreated, 0 = no growth, -100 = all killed.
SK-MEL-28 – SK-MEL-28 melanoma; 81,000 compounds, 4.1% hits
MALME-3M – MALME-3M melanoma; 78,000 compounds, 5.8% hits
SK-MEL-2 – SK-MEL-2 melanoma. 77,000 compounds, 4.7% hits. AID 1794763
SK-MEL-5 – SK-MEL-5 melanoma. AID 1794755. 80,000 compounds, 6.4% hits
LOX IMVI – LOX IMVI melanoma | 79,000 compounds, 7.4% hits | AID 1794757
UACC-257 – UACC-257 melanoma; AID 1794764; 78,000 compounds, 4.4% hits
T-47D – T-47D breast cancer; 79,000 compounds, 5% hits
HS 578T – HS 578T breast cancer; AID 1794788; 78,000 compounds, 4.1% hits
* = called active by the depositor; · = no result given; & = joins results of further samples; ! = repeats disagree. How the source made its calls: active means growth percent below 10; inactive means the rest. Compounds as they come; 11% or so of the library scored in one or more.

1: CC1(C)CC(=O)C(C(c2ccc(Cl)cc2)n2ncc(C#N)c2N)C(=O)C1 (stereo not given)
2: OC(COc1ccccc1Cl)COc1ccccc1Cl
3: CC(C)(O)C1CCCN1C(=O)c1ccccc1I (stereo not given)
4: O=C(Nc1nc2ccc(F)cc2s1)c1cccnc1Nc1ccc(Cl)cc1Cl
5: COc1ccc2cc(/C=C3\SC(=Nc4ccc(S(N)(=O)=O)cc4)NC3=O)c(Cl)nc2c1
6: O=C(O)c1cc(-c2ccc(Cl)cc2)nc2cc(Cl)ccc12

Compound,1,2,3,4,5,6
SK-MEL-28,112.4,94.2,105.3,37.8,106.3,109.4
MALME-3M,103.4,96.8,108.9,-15.9*,96.9,138.5
SK-MEL-2,96.1,106.9,132.1,43.5,99.4,133.0
SK-MEL-5,87.1,96.8,92.9,-2.7*,98.6,96.8
LOX IMVI,93.2,85.3,100.5,32.5,97.7,100.0
UACC-257,103.2,120.1,103.8,28.1,97.2,104.2
T-47D,74.9,97.1,85.7,0.8*,100.0,102.3
HS 578T,82.4,101.6,85.7,20.9,101.1,103.3

7: Cc1cc2ccccc2c(Br)c1C
8: COc1ccc(-c2cc(-c3cc(OC)c(OC)c(OC)c3)c(C#N)c(N3CCOCC3)n2)cc1O
9: COc1ccc(/C=C2\SC(=S)N(NC(=O)C(C)c3ccc(CC(C)C)cc3)C2=O)cc1 (stereo not given)
10: COc1ccc(C2=Nc3c/c(=C\c4c(O)[nH]c5ccccc45)ccc3=N2)cc1
11: COc1ccc(C(=O)CSc2nccc(Nc3ccc(S(=O)(=O)Nc4ncccn4)cc3)n2)cc1
12: Nc1nc2ccc([C@@H]3Nc4ccc5[nH]ncc5c4[C@H]4[C@H]5CCC(C5)[C@H]43)cc2s1

Compound,7,8,9,10,11,12
SK-MEL-28,107.2,60.0,107.6,67.9,121.8,23.8
MALME-3M,112.6,126.4,98.3,78.9,114.7,-55.7*
SK-MEL-2,101.5,68.2,102.3,108.0,107.5,-1.5*
SK-MEL-5,101.6,60.8,94.7,65.2,102.7,24.4
LOX IMVI,97.4,13.7,96.0,55.3,101.4,40.7
UACC-257,105.6,90.3,102.1,78.8,102.1,29.3
T-47D,98.4,78.3,100.8,76.3,96.9,·
HS 578T,112.6,41.7,96.4,65.1,101.9,8.7*

13: COc1ccc2nc3cc(Cl)ccc3c(N)c2c1
14: CNC(N)=S
15: O=C1OC(c2ccccc2)(c2ccccc2)c2ccsc21
16: N#Cc1nc(-c2ccccc2)oc1N1CCC(CO)C1 (stereo not given)
17: C=C1CCC2C3(C)COC(c4ccccc4)OC3CCC2(C)C1CC(Sc1ccccc1)C1=CCOC1=O (stereo not given)
18: CCCCCCCCCCCCCCCCN=Cc1ccc2c(c1)OCO2

Compound,13,14,15,16,17,18
SK-MEL-28,-98.4*,103.7,111.9,102.5,82.5,79.7
MALME-3M,-71.8*,108.1,87.2,94.3,92.8,·
SK-MEL-2,-71.2*,108.7,94.0,126.7,59.4,100.4
SK-MEL-5,-95.6*,99.5,101.8,106.4,55.2,97.7
LOX IMVI,-94.7*,98.7,102.6,88.2,-98.0*,89.8
UACC-257,-81.2*,105.5,103.0,104.8,63.8,95.8
T-47D,-82.0*,101.8,104.0,83.0,33.1,96.6
HS 578T,·,111.7,102.9,96.1,94.1,99.5

19: CC1=CC(=O)Nc2cncnc2N1
20: COc1cc2oc(-c3cccc(NC(=O)c4cc([N+](=O)[O-])ccc4C)c3)cc(=O)c2c(OC)c1OC
21: COc1cc2oc(-c3cccc(NC(=O)c4ccc(C)cc4)c3)cc(=O)c2c(OC)c1OC
22: C#CC[C@@H]1C[C@]2(C)[C@H]3CC[C@@H]4[C@H]5C(C(=C)C)CC[C@]5(C(=O)NCCCN5CCN(CCCN)CC5)CC[C@@]4(C)[C@]3(C)CC[C@H]2C(C)(C)[C@H]1OC(C)=O (stereo not given in full)
23: O=CC(S)CO (stereo not given)
24: C/C=C(/C=O)[C@@H](CC=O)CC(=O)OCCc1ccc(O)cc1

Compound,19,20,21,22,23,24
SK-MEL-28,104.8,88.5,65.0,-59.5*,112.9,118.7
MALME-3M,·,87.2,66.6,67.8,96.3,107.5
SK-MEL-2,98.6,85.8,55.9,-18.1*,102.2,105.4
SK-MEL-5,118.8,52.1,47.6,83.3,100.7,101.5
LOX IMVI,103.9,45.1,51.1,-85.3*,102.6,93.1
UACC-257,97.7,106.3,43.9,72.1,91.8,101.9
T-47D,110.6,28.0,·,·,122.8,89.1
HS 578T,110.3,99.6,65.3,14.8,104.8,96.1

25: Cn1c2ccccc2c2c(=O)c3c([nH]c21)-c1ccccc1C3
26: O=C1CC(c2ccc3c(c2)OCO3)c2snc(C(=O)O)c2N1 (stereo not given)
27: COc1cc(/C=C2\SC(=O)NC2=O)ccc1OCC(=O)Nc1ccc(C(=O)/C=C/c2cc3ccccc3nc2Cl)cc1
28: Nc1nonc1-c1nc2ccccc2o1
29: COc1ccc(NC(=O)C(=O)c2c[nH]c3ccccc23)cc1
30: Nc1nc(Nc2cc(Cl)ccc2O)nc(-c2ccccc2)n1

Compound,25,26,27,28,29,30
SK-MEL-28,115.6,106.4,105.0,108.2,88.8,111.5
MALME-3M,118.8,94.9,89.0,123.5,75.9,126.8
SK-MEL-2,98.6,107.6,102.9,117.6,·,106.8
SK-MEL-5,85.7,106.3,32.7,105.5,55.3,98.8
LOX IMVI,85.2,98.7,81.6,111.6,74.7,101.0
UACC-257,109.4,95.0,86.3,103.4,59.1,114.5
T-47D,72.0,99.1,66.3,99.2,62.0,86.2
HS 578T,103.1,98.2,99.1,98.5,96.6,117.7

Part of the list above in a different format.
item	compound	SK-MEL-28	MALME-3M	SK-MEL-2	SK-MEL-5	LOX IMVI	UACC-257	T-47D	HS 578T
22	C#CC[C@@H]1C[C@]2(C)[C@H]3CC[C@@H]4[C@H]5C(C(=C)C)CC[C@]5(C(=O)NCCCN5CCN(CCCN)CC5)CC[C@@]4(C)[C@]3(C)CC[C@H]2C(C)(C)[C@H]1OC(C)=O (stereo not given in full)	-59.5*	67.8	-18.1*	83.3	-85.3*	72.1	·	14.8
23	O=CC(S)CO (stereo not given)	112.9	96.3	102.2	100.7	102.6	91.8	122.8	104.8

Carrying on:
31: CCCCC1COc2cccc3c(SCC(=O)N(C)c4ccc(OC(F)(F)F)cc4)cc[n+]1c23 (stereo not given)
32: CCN(CC)CCOC(COc1ccccc1)COc1ccccc1
33: COc1ccc(-c2c(-c3cc(OC)c(OC)c(OC)c3)nc3sc(C4CC4)nn23)cc1
34: O=C1O[C@@H](CO)[C@H](O)[C@@H](O)[C@@H]1O
35: COc1cc(CCN=Cc2cccc(OC)c2O)c([N+](=O)[O-])cc1OC
36: CCN1CCN(CCOc2ccc(Nc3nccc(NCc4ccco4)n3)cc2)CC1

Compound,31,32,33,34,35,36
SK-MEL-28,105.9,110.8,74.6,115.2,102.0,109.2
MALME-3M,108.4,98.0,85.5,97.5,106.0,108.2
SK-MEL-2,114.1,·,55.1,100.7,107.1,102.0
SK-MEL-5,102.3,102.2,67.8,95.7,99.7,82.6
LOX IMVI,99.1,101.2,75.1,98.0,92.4,79.4
UACC-257,119.7,100.6,69.7,104.4,·,87.0
T-47D,101.2,104.0,62.5,101.9,95.2,93.4
HS 578T,118.0,106.4,79.4,116.3,101.0,83.2

37: COc1ccc2c(c1)c(-c1nc(-c3c[nH]c4c(Cl)nccc34)cs1)cn2C
38: NC(=S)N1N=C(c2cc3ccccc3oc2=O)CC1c1cn(-c2ccccc2)nc1-c1ccccc1 (stereo not given)
39: COC(=O)[C@H](O)[C@H]1C(C)(C)[C@H](OC(C)=O)C2CC3=C4CC(=O)O[C@@H](c5ccoc5)[C@]4(C)CC[C@@H]3[C@@]1(C)C2=O
40: O=[N+]([O-])c1ccc(N2CCN=N2)cc1
41: CNC(=O)Cn1c2c(sc1=O)[C@H]1[C@@H](O)[C@@H](O)[C@H](O)[C@@H]1CS2
42: O=c1oc2ccc(-c3ccc(F)cc3F)cc2c(=O)n1-c1cccc(C(F)(F)F)c1

Compound,37,38,39,40,41,42
SK-MEL-28,104.8,103.2,105.7,93.7,97.8,23.4&25.0
MALME-3M,116.9,83.6,94.4,106.0,101.8,-14.7*
SK-MEL-2,108.1,116.2,105.4,92.2,104.5,-12.5*
SK-MEL-5,45.4,98.6,98.5,93.3,102.7,-72.4*
LOX IMVI,80.0,99.7,97.5,73.3,·,0.9*!
UACC-257,100.1,104.1,84.0,91.5,103.0,-9.2*
T-47D,-4.5*,88.5,89.9,67.3,98.1,6.0*
HS 578T,87.6,82.2,105.1,101.0,99.2,-4.8*

43: CCC(=O)O[C@]1(C(=O)CCl)[C@@H](C)CC2C3CCC4=CC(=O)C=C[C@]4(C)[C@@]3(F)[C@@H](O)C[C@@]21C (stereo not given in full)
44: COc1ccc(-c2[nH]c3ccc(OC)cc3c2C=C(C#N)C#N)cc1
45: CC1(c2ccccc2)OC1C(=O)O (stereo not given)
46: Cc1cc(C)c([N+](=O)[O-])cc1[N+](=O)[O-]
47: O=C(NC[C@H]1OC(O)[C@H](O)[C@@H](O)[C@@H]1O)C(Cl)Cl (stereo not given in full)
48: CCN1CCN(Cc2ccc(NC(=O)Nc3nc(-c4cc(OC)c(OC)c(OC)c4)cs3)cc2C(F)(F)F)CC1

Compound,43,44,45,46,47,48
SK-MEL-28,104.3,54.2,98.7,119.5,105.8,-51.3*
MALME-3M,81.5,60.0,88.5,108.3,·,-49.8*
SK-MEL-2,110.9,34.3,107.1,106.2,115.3,·
SK-MEL-5,·,15.5,102.9,108.9,102.8,-95.3*
LOX IMVI,98.9,63.0,97.4,106.8,98.8,-82.7*
UACC-257,95.9,60.2,·,100.5,93.0,-13.1*
T-47D,107.9,33.8,117.1,94.8,99.6,-23.9*
HS 578T,110.7,52.4,109.5,119.0,107.8,40.0

49: COc1ccc2[nH]c(=O)c(CSc3nccc(-c4ccc(Cl)cc4)n3)cc2c1
50: O=CNc1cccc(Cl)c1
51: CCCNCCS
52: Cn1cccc1C(=O)C1C(c2ccc(Cl)cc2)C2CCCN2C12C(=O)Nc1ccccc12 (stereo not given)
53: COc1ccc(Cl)cc1Nc1nc(C(F)(F)F)ccc1C(=O)N/N=C/c1ccc(Cl)cc1
54: O=C1N=C(c2c(-c3[nH]c(=O)c4ccc(Cl)cc4c3O)c(O)c3ccccc3c2O)C(=O)c2cc(Cl)ccc21

Compound,49,50,51,52,53,54
SK-MEL-28,45.3,107.3,102.0,110.6,51.2,108.4
MALME-3M,46.4,104.6,95.9,99.8,·,106.6
SK-MEL-2,42.9,102.2,116.0,102.4,26.4,101.3
SK-MEL-5,44.8,99.4,95.7,97.0,24.3,108.9
LOX IMVI,27.9,96.6,98.3,94.2,26.7,95.5
UACC-257,6.8*,105.9,106.3,105.8,43.3,117.2
T-47D,-8.1*,99.1,·,75.7,37.6,77.2
HS 578T,37.2,117.2,100.8,102.5,3.1*,113.1

55: C/C(=N\O)[C@H]1C[C@]23CC[C@]4(C)[C@H](CC[C@@H]5[C@@]6(C)CC/C(=N/O)C(C)(C)[C@@H]6CC[C@]54C)[C@H]2[C@H](C)C1(C)OC3
56: Oc1cc(Br)ccc1C=Nc1ccc(N2CCCCC2)cc1
57: OCC1OC(Oc2c(Br)cc(Br)cc2Br)C(O)C(O)C1O (stereo not given)
58: CC(N)(CCC(=O)O)C(=O)O (stereo not given)
59: Clc1cc(Cl)ncn1
60: CN(C)S(=O)(=O)Oc1ccc(NC(=O)C23CC4CC(CC(C4)C2)C3)cc1

Compound,55,56,57,58,59,60
SK-MEL-28,110.1,167.8,128.9,106.7,114.3,98.2
MALME-3M,106.5,167.1,103.0,103.5,110.6,113.7
SK-MEL-2,110.4,110.9,108.2,112.1,104.8,105.7
SK-MEL-5,100.4,98.9,111.8,100.6,100.9,86.0
LOX IMVI,98.2,86.4,106.7,100.1,99.8,86.8
UACC-257,110.5,111.5,92.9,108.7,96.6,106.4
T-47D,107.9,83.7,103.3,104.4,95.8,92.0
HS 578T,103.7,150.0,131.2,108.6,103.0,110.2

61: CCOC(=O)c1c2c(n(C)c1CSc1ccccc1)C=CC(=O)C2=O
62: Nc1ccc(NCc2nc3sc4c(c3c(=O)[nH]2)CCCC4)cc1
63: CC[C@@H]1NC(=O)[C@@H]2CCCCN2C(=O)[C@@H]2CCCN2C(=O)[C@@H](NC(=O)[C@H](Cc2cc(F)cc(F)c2)NC(=O)Nc2ccc(C3CC3)cc2F)[C@H](C)OC(=O)[C@@H]2C[C@@H](C)CN2C1=O
64: c1ccc(-c2ccc3cnc4sc(-c5ccccc5)nc4c3n2)cc1
65: O=C(Nc1ccc(Cl)cc1F)c1cc(Br)ccc1O
66: O=C(CC(=O)c1ccc([N+](=O)[O-])cc1)c1ccccc1

Compound,61,62,63,64,65,66
SK-MEL-28,103.4,115.8,13.5,104.5,13.2,·
MALME-3M,97.0,108.7,16.9,93.4,-16.9*,91.2
SK-MEL-2,108.7,97.7,9.6*,102.0,-16.3*,87.2
SK-MEL-5,98.6,94.3,-45.0*,99.2,-87.2*,49.6
LOX IMVI,84.9,100.2,16.4,96.8,16.1,49.6
UACC-257,94.1,94.0,10.7,88.1,-15.8*,90.0
T-47D,67.6,90.0,7.1*,100.9,-14.0*,72.8
HS 578T,88.3,103.2,20.6,93.1,1.5*,103.7

67: Cc1ccc(-c2nc3ccc(Cl)cn3c2NC(C)(C)CC(C)(C)C)o1
68: Cc1nn(-c2ccccc2)c2nc3[nH]c(=O)[nH]c(=O)c3nc12
69: CN(C)c1ccc(/C=N\Nc2ccc([N+](=O)[O-])cn2)cc1
70: CC1(c2ccc(Cl)cc2)Nc2ccccc2-c2ccnn21 (stereo not given)
71: CCCC(=O)OCCc1ccccc1

Compound,67,68,69,70,71
SK-MEL-28,67.9,115.1,117.4,104.0,111.2
MALME-3M,71.1,100.4,106.2,87.0,95.0
SK-MEL-2,84.1,97.0,102.3,83.1,93.7
SK-MEL-5,34.4,114.3,101.0,99.9,101.4
LOX IMVI,29.6,102.3,104.7,84.3,95.7
UACC-257,·,104.9,100.0,102.8,95.2
T-47D,52.2,98.0,114.1,99.1,·
HS 578T,88.1,109.4,99.0,102.1,100.2

Screening results from PubChem BioAssay.
